Compound activity as filed in PubChem BioAssay.
CCR6 antag: antagonists of human CCR6 receptor | P51684 | CHO-K1 CCR6 PathHunter beta-arrestin, luminescence, CCL20-stimulated | inhibition, % at 20 µM | 340,000 compounds, 0.49% hits | AID 493098;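 active means compounds whose inhibition of the agonist-driven luminescence signal at 20 µM reaches about 50%, limit read from the data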;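 further: cells stimulated with CCL20 at 14 nM final; plate controls were DMSO with CCL20 for no effect and DMSO without agonist for full effect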
Target sequence (P51684 whole entry, looked up): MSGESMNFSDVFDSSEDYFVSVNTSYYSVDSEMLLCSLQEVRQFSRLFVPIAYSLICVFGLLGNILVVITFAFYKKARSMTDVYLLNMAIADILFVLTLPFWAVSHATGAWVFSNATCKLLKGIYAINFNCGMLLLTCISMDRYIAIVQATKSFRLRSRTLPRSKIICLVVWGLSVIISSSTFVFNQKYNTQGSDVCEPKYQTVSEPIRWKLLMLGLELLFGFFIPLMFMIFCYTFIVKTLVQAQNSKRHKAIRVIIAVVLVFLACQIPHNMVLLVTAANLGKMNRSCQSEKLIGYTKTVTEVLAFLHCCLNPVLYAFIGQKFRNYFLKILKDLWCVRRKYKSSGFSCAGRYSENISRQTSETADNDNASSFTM
A3A deaminase: blocks human APOBEC3A ssDNA deamination. recombinant A3A, FAM/TAMRA ssDNA deamination fluorescence. 330,000 compounds, 0.41% hits. inhibition, % at 20 µM;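 active means at least 40% inhibition at 20 µM here, with at most 30% in a related deaminase screen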;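 further: plate controls were A3A with DMSO for no effect and wells lacking A3A enzyme for full effect; some results filed as inactive read as strong as hits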
Target sequence (P31941 whole entry, looked up): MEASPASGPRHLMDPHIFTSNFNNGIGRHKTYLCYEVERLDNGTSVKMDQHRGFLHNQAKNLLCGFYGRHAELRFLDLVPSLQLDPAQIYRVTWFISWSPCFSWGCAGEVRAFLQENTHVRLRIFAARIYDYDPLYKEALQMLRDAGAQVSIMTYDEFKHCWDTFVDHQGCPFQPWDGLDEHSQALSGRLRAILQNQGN
GRIN3A LBD mod: modulates the human NR3A ligand-binding domain; NR3A LBD differential scanning fluorimetry, Tm shift; 0% = protein alone, 100% = glycine-bound protein; Tm shift relative to glycine control, % at 25 µM; 340,000 compounds, 2.5% hits; AID 1259313;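 active means melting temperature shift of at least 10% of the positive control shift, at one fixed dose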
MPTP block: inhibitors of mitochondrial permeability transition pore | isolated mouse mitochondria, Ca2+ swelling absorbance, 30 min | 360,000 compounds, 1.4% hits | inhibition, % at 10 µM;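 active means inhibition of 50% or more, scaled per plate between neutral and stimulator controls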;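 further: 0% = DMSO wells given calcium and 100% = 1 mM EGTA wells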
A3G deaminase: blocks human APOBEC3G single-stranded DNA deamination; recombinant A3G, ssDNA deamination FAM/TAMRA fluorescence; 330,000 compounds, 0.28% hits; inhibition, % at 20 µM; AID 493012; Q9HC16;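 active means inhibition of at least 40% at 20 µM, with no more than 30% in the related APOBEC3A deaminase screen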;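 further: plate controls were DMSO wells with A3G for no effect and wells lacking A3G enzyme for full effect; some compounds called inactive have numbers as strong as hits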
CXCR6 block: CXCR6 (human) receptor inhibition; CHO-K1 PathHunter CXCR6 beta-arrestin, luminescence; inhibition, % at 20 µM; 360,000 compounds, 0.36% hits; AID 602244; in the data active means inhibition above about 34%, passing the limit was not always enough;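 further: antagonist mode with CXCL16 agonist at 10 nM final; 0% = 10 nM CXCL16 with DMSO and 100% = unstimulated wells without agonist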
Target sequence (O00574 whole entry, looked up): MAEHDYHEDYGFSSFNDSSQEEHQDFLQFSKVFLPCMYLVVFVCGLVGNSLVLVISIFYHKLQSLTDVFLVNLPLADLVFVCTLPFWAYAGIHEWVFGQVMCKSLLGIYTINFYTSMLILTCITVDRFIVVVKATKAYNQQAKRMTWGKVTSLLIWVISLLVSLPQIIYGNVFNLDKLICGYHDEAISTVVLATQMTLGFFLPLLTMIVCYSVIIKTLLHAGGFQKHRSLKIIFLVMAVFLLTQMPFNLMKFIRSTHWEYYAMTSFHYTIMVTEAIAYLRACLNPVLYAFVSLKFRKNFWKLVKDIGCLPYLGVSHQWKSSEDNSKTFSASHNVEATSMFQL
EBI2 antag: antagonists of human EBI2 receptor; EBI2 beta-arrestin recruitment, luminescence, 7a,25-OHC stimulated; inhibition, % at 5 µM; 360,000 compounds, 0.81% hits; in the data active means inhibition above about 38%;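 further: enzyme fragment complementation signal reports receptor beta-arrestin coupling in cells; 0% = agonist plus DMSO wells and 100% = wells without agonist; some results beyond the cut were filed as inactive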
Gli-Sufu block: blocks Gli-Sufu signaling in a luciferase reporter; 340,000 compounds, 0.74% hits; Sufu-KO-LIGHT fibroblasts, Gli luciferase reporter luminescence; inhibition, % at 5 µM;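 active means inhibition above about 55%, limit read from the data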;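 further: 0% = DMSO-treated cells and 100% = wells with medium but no cells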
Active calls of the source: *; nt = no result given.

Under each structure – MPTP block, GRIN3A LBD mod, EBI2 antag, A3G deaminase, CCR6 antag, CXCR6 block, Gli-Sufu block, A3A deaminase
- Cc1ccccc1CC(=O)N1CCCC1
  0.4, 0, 3, -2, 0, 6, 6, 0
- O=S(=O)(c1ccc(OC(F)(F)F)cc1)N1CCCC(c2ccccc2)C1 (centres undefined)
  0.1, 0, -9, 1, 9, -2, 8, 3
- C=CCn1c(C)cc(C(=O)CSc2nc(N)cc(N)n2)c1C
  0.1, -1, -12, -8, 8, -4, -7, -2
- CN(C)CCCN(C(=O)CCc1ccccc1)c1nc2ccc(Br)cc2s1
  1.5, 2, -16, 4, 53*, -5, 42, -9
- O=C1C(Cc2c[nH]c3ccccc23)NC(=S)N1Cc1ccccc1 (centres undefined)
  0.2, -2, -6, -4, -6, -6, 10, -3
- Cc1ccccc1CSc1nnc(CCCCCNC(=O)OC(C)(C)C)o1
  5.6, -2, 15, 3, 2, 1, 14, 1
- COc1cc(OC)cc(-c2nc3ccccc3c(=O)n2OC(=O)c2ccccc2C)c1
  8.1, 0, -1, -4, -34, -3, 0, -1
- Cn1cccc1/C=C1\SC(=O)N(c2ccc(O)cc2)C1=O
  3.5, -2, -6, -4, -15, -3, -53, 2
- CCOc1ccc(N(CC)C(=O)c2nn(-c3ccc(OC)cc3)c(=O)c3c2c2ccccc2n3C)cc1
  0.3, -3, 28, -8, 15, 12, 11, 8
- O=C(c1cc2cc(Br)ccc2s1)N1CCOCC1
  -0.4, 2, 4, -5, 4, 4, 5, -1
- O=C(CSC1=NS(=O)(=O)c2cc(Cl)ccc2N1)NCc1ccccc1
  2.0, -2, -11, -5, 4, -3, -2, 2
- CCOC(=O)/C=c1/s/c(=C/c2ccc3cc(OC)ccc3c2)c(=O)n1CC(=O)NCC1CCCO1 (centres undefined)
  0.3, 1, -2, nt, -1, 8, 2, nt
- O=C(CSc1nc2ccccc2o1)Nc1ccc(Cl)cc1
  42, 19*, 3, -5, -3, -5, -1, 0
- COc1cc(C(=O)NNC(=O)c2ccc(NC(C)=O)cc2)cc(OC)c1OC
  -1.8, 0, 5, 0, -2, -3, -4, -1
- CC(C)c1ccc(N2C(=NC(=O)C3CCCO3)SC3CS(=O)(=O)CC32)cc1 (centres undefined)
  -0.9, -1, -9, -4, 7, 7, -8, -5
- CCOc1ccc(C(=O)Nc2cccc(C(C)=O)c2)cc1[N+](=O)[O-]
  -0.9, -1, 10, -2, 17, 4, 8, -1
- COc1ccc(NC(=S)N(CCc2ccc(OC)c(OC)c2)Cc2ccccn2)cc1
  0.2, 0, 8, -3, 11, -4, 1, 2
- CCOC(=O)N1CCN(C(=O)c2cnn3ccccc23)CC1
  -2.4, 0, -8, -8, 2, 2, -3, -2
- COc1ccccc1/C=C/C(=C1/C(=O)N(c2ccccc2)N=C1C)c1ccc(C)cc1
  1.7, -2, 31, 2, 39, 6, -18, 3
- Cc1ccc(/C=C/C(=O)O)cc1S(=O)(=O)NC1CCS(=O)(=O)C1 (centres undefined)
  -1.3, 0, -1, -3, 10, -2, 4, 0
- Clc1ccc(/C=C/c2nc3ccccc3[nH]2)c(Cl)c1
  86*, 17*, 15, -9, -7, -18, -182, 1
- O=C(CSc1ccccc1)Nc1cccc(NC(=O)c2ccco2)c1
  2.6, -5, -11, -4, 7, 1, -14, -3
- Cc1sc2nc(C)n(/N=C/c3ccc(O)cc3O)c(=O)c2c1C
  -2.4, -20, -2, -8, 12, 1, 2, -4
- COc1ccc(/C=C/C(=O)OCC(=O)Nc2ccc(Cl)c(S(=O)(=O)N(C)C)c2)cc1OC
  -9.7, -5, 6, -3, -8, -2, -1, 0
- CCN(CC)CCCNC(=O)c1cc2c(=O)n(C)c3ccccc3c2n1C
  -0.6, 3, 3, -3, 12, 6, 7, 2
- O=C(Cn1c(=O)oc2ccccc21)Nc1nnc(N2CCCCCC2)s1
  -1.2, -1, -6, -4, 14, -1, 1, -1
- COc1ccc2c(c1)OC13CCCCC1C2C(C(=O)c1ccccc1)C(=O)N3 (centres undefined)
  0.7, 0, -5, 1, -2, 4, 4, -1
- CCOC(=O)c1nnn(-c2nonc2-n2cccc2)c1CN1CCC(C)CC1
  0.4, -1, -32, -1, 12, 16, 7, -2
- CCOC(=O)N1CCN(C(=O)COc2cc(=O)n(CC)c3ccccc23)CC1
  0.5, 0, -6, -1, -2, -2, 17, 3
- O=C(NN=Cc1ccccc1O)NN=Cc1ccccc1O
  18, 30*, 10, nt, 9, -6, 0, nt
- Cc1ccc(NS(=O)(=O)c2cccc3nsnc23)cc1
  0.2, 0, -14, -2, 5, 2, 1, 3
- O=C(NC(=S)Nc1ccc(S(=O)(=O)N2CCCC2)cc1)C1CCC1
  2.4, 0, -16, -7, 37, 18, 7, -1
- CN1CCN(NC(=O)Nc2ccc(F)cc2)CC1
  -0.2, -1, 1, -5, -15, 5, 2, 3
- CCn1c(=O)c(C(=O)NCc2ccc(F)cc2)c(O)c2ccccc21
  2.4, -4, -11, -8, -1, -1, -7, -6
- Cc1cccn2c(=O)c(/C=C(\C#N)S(=O)(=O)c3ccccc3)c(N3CCCCC3)nc12
  9.4, 0, 16, 0, 16, 14, 8, 3
- O=C1CS/C(=N/N=C2C3CC4CC(C3)CC2C4)N1
  1.3, -11, -2, -2, -6, -2, 1, 0
- Cc1noc(C)c1COc1ccccc1C(=O)N(C)CC(=O)Nc1ccc(F)cc1
  -0.2, 1, -7, -6, 6, -17, -10, 1
- Cc1cccc(NC(=S)N2CCC(O)CC2)c1C
  -2.4, 1, 9, -11, 5, 2, -7, -6
- COC(=O)c1cc(-c2cccs2)[nH]n1
  2.3, 2, -3, -6, 9, 6, 3, -3
- C=CCn1cc(/C=N/Nc2nc3ccccc3[nH]2)c2ccccc21
  63*, -4, 15, 0, 10, -37, -28, 0
- COc1ccc(CNC(=O)CN2C(=O)c3ccc([N+](=O)[O-])cc3C2=O)cc1
  0.2, -2, 2, -6, -7, 4, 17, 0
- Cc1cc(Oc2ccccc2)nc(SCC(=O)Nc2ccc(Cl)cc2Cl)n1
  -0.8, 2, -4, -4, 20, 4, 4, -3
- O=C(CN1CCN(CC(=O)Nc2ccc(-c3ccccc3)cc2)CC1)Nc1ccc(F)cc1
  -0.2, -1, 4, -1, 10, 4, -20, 11
- c1ccc2c3c([nH]c2c1)CCNC3
  -1.0, 4, -4, -7, -17, -11, 4, -2
- COCCNC(=O)C(c1ccncc1)N(C(=O)Cn1nnc2ccccc21)c1ccc(OC)cc1 (centres undefined)
  -2.2, -1, -5, -4, 18, -8, 1, -4
- N#CC(C#SN)=C1CCCCC1
  0.3, 0, -1, 22, 4, 13, 1, 3
- CCc1ccc(NC(=O)NNC(=O)c2cc3ccccc3cc2O)cc1
  1.2, 10*, -8, -3, 8, -3, 3, -1
- CC(=O)c1ccc(NC(=O)CCc2nnc3ccc(N4CCC5(CC4)OCCO5)nn23)cc1
  -0.5, -1, -14, -6, 5, 5, -39, -2
- CC1CN(C(=O)/C=C/c2ccccc2[N+](=O)[O-])CC(C)O1 (centres undefined)
  2.0, 0, -17, -2, 1, -7, -27, 0
- COC(=O)CNC(=O)c1cc(-c2ccncc2)nc2c(C)c(Cl)ccc12
  0.8, -5, -4, -1, 4, 4, 11, -3
- Cc1cc(C(=O)COc2ccc([N+](=O)[O-])cc2)c(C)n1C1CC1
  3.7, 0, 8, -8, 16, -1, -16, -1
- CC(C)/C=C/CN1CCN(CCCc2ccccc2)C(CCO)C1 (centres undefined)
  0.3, -1, 1, -4, -5, 7, -16, -8
- CC(=O)c1ccc(NC(=O)c2ccc(S(=O)(=O)c3ccccc3)cc2)cc1
  1.3, -6, 3, -4, -11, -5, -4, 1
- Cc1ccc(S(=O)(=O)N2CCC(=O)N(C(COCc3cccc(C(F)(F)F)c3)Cc3ccccc3)CC2)cc1 (centres undefined)
  0.3, 0, 27, -5, 22, 15, 28, 0
- CCCC(O)(c1ccc(Cl)cc1)C(CN1CCOCC1)c1ccccc1 (centres undefined)
  1.4, 3, 24, -6, 12, 15, 8, -1
- COc1ccc(Cc2nc3ccc(C(=O)NCC4COCCO4)cc3o2)cc1OC (centres undefined)
  -0.9, 0, -1, 1, -3, -10, -9, -3
- COC(=O)C1N[C@@H]([C@@H](NC(=O)COc2ccccc2)C(=O)Nc2ccc(OC)cc2)SC1(C)C (some centres undefined)
  -1.0, -3, 7, -5, 9, 8, 3, 0
- CCOCCCNC(=O)c1ccc(Cn2c(=S)[nH]c3c([nH]c4ccc(OC)cc43)c2=O)cc1
  -1.3, 2, -3, 2, 5, 5, 3, 2
- NC(=O)NCc1ccccc1
  -0.7, 3, 5, -4, -3, 0, -3, 1
- Nc1nc(SCC(=O)NCc2ccc3c(c2)OCO3)n[nH]1
  -1.8, -3, -4, -4, -4, -2, 2, -2

The list goes on.
Under each structure – MPTP block, GRIN3A LBD mod, EBI2 antag, A3G deaminase, CCR6 antag, CXCR6 block, Gli-Sufu block, A3A deaminase
- O=C(OC1CCOC1=O)c1ccc(S(=O)(=O)N2CCCCCC2)cc1 (centres undefined)
  -0.9, -1, -11, -1, -8, -13, 1, 1
- COc1ccc(-c2csc(N(CCCN(C)C)C(=O)c3ccc(C(C)(C)C)cc3)n2)cc1
  26, 3, 1, -8, -7, -2, -3, -5
- O=C(OCc1nc2ccccc2s1)c1ccc([N+](=O)[O-])o1
  -1.0, 2, -2, -8, -15, -17, -18, -3
- Cc1cccc(C)c1NC(=O)C(c1ccccc1)N1CC(=O)Nc2ccccc21 (centres undefined)
  0.9, 0, 10, -17, -2, 19, 12, -7
- CC(C)(C)NC(=O)N1CCN(S(=O)(=O)c2ccc3c(c2)CCC3)CC1
  -0.8, 2, 0, -5, -8, -1, 0, -4
- O=C(Nc1ccc(Cl)cn1)C1C(c2ccccc2)C1(Cl)Cl (centres undefined)
  1.9, -14, 6, -1, 0, -6, -3, 0
- CCCCc1nc2cc(C(=O)N3CCCCC3COC)ccc2o1 (centres undefined)
  0.2, 0, -4, -4, -1, -3, -21, -3
- O=C(c1ccc(Br)o1)N1CC=C(c2ccccc2)CC1
  -1.2, -2, -11, -7, -1, 4, 9, 2
- CCN(CC)C(=O)[C@H]1CC(CC(=O)NCc2ccco2)C(=O)N2CCc3c([nH]c4ccc(OC)cc34)[C@]12C (some centres undefined)
  0.9, 0, -7, 2, -1, -4, 5, -1
- CCOCC(=O)Nc1cc(-c2cn3cccnc3n2)ccc1C
  -0.6, 0, -17, -7, 1, -4, -1, -4
- CCc1ccc(C(=O)COC(=O)C(Cc2ccccc2)NC(=O)c2ccc(Cl)cc2)cc1 (centres undefined)
  1.7, -4, 10, -6, 4, 4, -2, -2
- CC(C)=CCN1CCN(C/C(Cl)=C/c2ccccc2)CC1CCO (centres undefined)
  1.7, -1, 1, -2, 11, -6, 4, 1
- CCOc1ccccc1N1CCN(C(=O)CNC(=O)c2ccccc2F)CC1
  0.7, -5, 7, -7, 11, -7, -3, -3
- CCOC(=O)C1(Cc2ccccc2)CCCN(Cc2ccccn2)C1 (centres undefined)
  0.4, 1, 1, -6, 9, 20, 9, -2
- Cc1cc(-c2ccc(Cl)s2)n[nH]1
  0.0, 0, -17, -9, -4, -5, -34, -3
- Cn1c(-c2ccccc2)c(C(=O)CCl)c2ccccc21
  -0.6, 2, -13, nt, 5, 17, 10, nt
- O=C(NNC(=O)c1cccnc1)Nc1ccccc1
  -1.2, 2, 8, 5, -4, 3, 2, -1
- CCc1nnc2n1N=C(c1ccc(Cl)cc1Cl)CS2
  -3.8, 5, -8, 3, 12, 2, -10, 5
- CN(CC(=O)Nc1cccc(F)c1)C(=O)c1cc2c(s1)CCCCC2
  1.8, -6, -10, -6, 2, -13, 5, 1
- CC(=O)Nc1ccc(-c2nc3ccccc3c(=O)o2)cc1
  -1.7, -14, -11, -7, -1, -5, 3, -5
